Screening results (PubChem BioAssay)
procasp7 counter = activates human procaspase-7, counter-screen for procaspase-3 activators. P55210. recombinant procaspase-7, Ac-DEVD-pNA absorbance 405 nm; D23A/D198A/D206A triple mutant, cannot self-cleave; scale: DMSO 0, 5 µM enzyme 100. activation, % at 8.5 µM. hit rate 0.093% among 330,000. AID 463210;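 active = percent activation above the screen-wide mean plus 3 SD, cut at about 25% in these data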
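Material: Procaspase-7 triple mutant (PC-7 D3A) | Quantity: 2 µM procaspase-7 mutant as dispensed | Reagent: DEVD-pNA substrate | Times: 1 h preincubation, 2 h reaction | Technique: 405 nm absorbance of p-nitroaniline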
proCasp3 act = activators of human procaspase-3. activation, % at 8.5 µM. hit rate 0.11% among 330,000. recombinant procaspase-3 D3A, Ac-DEVD-pNA absorbance 405 nm;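 active = activation above the mean of all tested compounds plus 3 SD, cut at about 21% in these data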;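 also: 0% = DMSO alone and 100% = DMSO wells spiked with extra 5 µM PC-3 D3A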
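Assay system – Procaspase-3 D3A mutant · Benchmarks – DMSO low control, extra-enzyme high control · Technique – 405 nm absorbance of p-nitroaniline, reads at 0 and 120 min · Doses – 8.5 µM nominal · Measure – % activation between DMSO and enzyme-spiked controls · Also added – Ac-DEVD-pNA chromogenic peptide substrate · Schedule – 1 h compound preincubation, 2 h substrate hydrolysis at 25 °C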
core dimer inh = HCV core protein dimerization inhibition; hit rate 0.33% among 300,000; AID 1899; inhibition, % at 5 µM; TR-FRET GST/Flag-core106 dimerization, 1536-well;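 active = inhibition above the mean of all tested compounds plus 3 SD, set per screening campaign, cut at about 45% in these data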
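test system = GST/Flag-tagged HCV core106 proteins | probe or stimulus = Eu donor and XL665 acceptor anti-tag antibodies | times = compound-protein-antibody incubation 4 h at 22.5 °C | signal = TR-FRET, excitation 340 nm, emission 617 and 671 nm | measure = percent inhibition of core106 dimerization signal | controls = wells lacking GST-core106 and wells with excess unlabelled core106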
PP5 inh = PP5 (human) phosphatase inhibition | purified PP5c, OMFP substrate fluorescence | hit rate 0.18% among 320,000 | P53041 | AID 1987 | inhibition, % at 6.7 µM;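 active = inhibition above the campaign's mean inhibition across all tested compounds plus 3 SD, cut at about 9.5% in these data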;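 also: 0% = DMSO only and 100% = 100 µM cantharidin control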
PP1 inh = counter-screen for PP5 inhibitors: inhibitors of human PP1-alpha | P62136 | purified PP1alpha, OMFP fluorescence | inhibition, % at 6.7 µM | hit rate 0.9% among 320,000 | AID 2235;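 active = inhibition above the mean inhibition of all tested compounds plus 3 SD, computed separately for each screening campaign, cut at about 15% in these data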
Fh CTSL1 inh = cathepsin L1 inhibition, PFM18AAP counter-screen | recombinant F. hepatica cathepsin L1, Z-Leu-Arg-MCA fluorescence | inhibition, % at 5.96 µM | hit rate 0.49% among 300,000;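 active = inhibition above the mean of all tested compounds plus 3 SD, set per screening campaign, cut at about 17% in these data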;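 also: 0% = plate median of test compound wells and 100% = 1 µM Z-Phe-Ala-diazomethylketone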
JMJD2C inh = blocks human GASC-1 demethylase activity. Q9H3R0. GST-JMJD2C(1-420) H3K9me3 demethylation, DELFIA europium. inhibition, % at 2.35 µM. hit rate 0.069% among 330,000. AID 2099;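 active = more than half of a compound's replicate wells show inhibition beyond 50%, single wells judged on their own value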;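 also: signal counts dimethyl H3K9 product captured on neutravidin plate; 0% = median of DMSO wells and 100% = 0.3 times that DMSO median; strong numbers were not always called active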
VLA-4 inh = inhibition in a human VLA-4 binding assay | hit rate 0.2% among 330,000 | inhibition, % (about 7 µM as worked out from the volumes in the protocol) | P13612 | VLA-4 expressing cells, ligand binding flow cytometry; in the data active = inhibition above about 50%
Target sequence (P13612 whole entry, looked up): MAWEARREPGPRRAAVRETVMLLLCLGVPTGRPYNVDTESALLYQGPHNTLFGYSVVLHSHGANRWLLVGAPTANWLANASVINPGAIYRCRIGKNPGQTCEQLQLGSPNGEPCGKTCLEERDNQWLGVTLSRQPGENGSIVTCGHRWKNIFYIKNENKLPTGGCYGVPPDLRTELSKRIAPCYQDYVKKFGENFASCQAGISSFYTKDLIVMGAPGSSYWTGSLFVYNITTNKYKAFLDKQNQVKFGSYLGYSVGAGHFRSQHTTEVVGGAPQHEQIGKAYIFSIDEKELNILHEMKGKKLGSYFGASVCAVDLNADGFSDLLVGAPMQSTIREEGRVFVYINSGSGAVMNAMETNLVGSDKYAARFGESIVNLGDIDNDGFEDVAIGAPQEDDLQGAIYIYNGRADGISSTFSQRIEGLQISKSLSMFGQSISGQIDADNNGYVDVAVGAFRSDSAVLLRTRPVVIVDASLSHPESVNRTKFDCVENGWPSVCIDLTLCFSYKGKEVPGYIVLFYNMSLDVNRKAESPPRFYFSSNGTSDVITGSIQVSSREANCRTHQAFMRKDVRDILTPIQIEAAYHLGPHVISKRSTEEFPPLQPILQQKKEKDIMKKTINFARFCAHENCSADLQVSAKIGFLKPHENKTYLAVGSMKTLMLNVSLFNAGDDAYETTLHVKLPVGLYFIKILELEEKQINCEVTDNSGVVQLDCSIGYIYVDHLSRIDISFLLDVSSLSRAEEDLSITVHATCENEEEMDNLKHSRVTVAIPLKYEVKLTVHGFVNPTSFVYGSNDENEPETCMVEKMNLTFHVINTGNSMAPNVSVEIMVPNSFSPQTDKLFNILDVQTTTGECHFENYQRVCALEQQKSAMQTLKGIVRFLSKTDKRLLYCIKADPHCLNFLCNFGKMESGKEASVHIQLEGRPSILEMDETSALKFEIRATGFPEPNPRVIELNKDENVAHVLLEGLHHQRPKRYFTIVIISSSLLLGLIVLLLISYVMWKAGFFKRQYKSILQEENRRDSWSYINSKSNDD
GRK2 aptamer HTS = human GRK2 inhibition via aptamer displacement | inhibition of aptamer binding, % at 10 µM | bead flow cytometry, FAM-aptamer displacement from GRK2 | hit rate 0.59% among 330,000;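 active = inhibition of aptamer binding above 40%, roughly 3 SD of noise, on plates passing a quality check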;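 also: median bead fluorescence of bound FAM aptamer so fluorescent compounds give negative values; no value below 0 was filed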
Active calls of the source: *; . = no result given. Rows were taken by chance. Share with any hit: about 2.6%.

SMILES	procasp7 counter	proCasp3 act	core dimer inh	PP5 inh	PP1 inh	Fh CTSL1 inh	JMJD2C inh	VLA-4 inh	GRK2 aptamer HTS
O=C(NCc1ccccc1)c1cccc(COc2cc(Cl)ccc2Cl)c1	4	1	11	1.3	2	9	5	-1	1
COc1ccccc1CN1CCN(Cc2nc(-c3ccccc3)no2)CC1	5	4	2	-1.1	-2	0	-2	1	0
CCOC(=O)C1CCN(C(=O)CN(c2cccc(OC)c2)S(=O)(=O)c2ccccc2)CC1	7	6	0	1.8	-4	-3	-22	1	0
C[C@@H](CN1CCC[C@H]1CN1C(N)=NC[C@@H]1Cc1ccccc1)N1C[C@@H](Cc2ccccc2)N(CCCC2CCCC2)C1=N	0	-8	.	.	.	.	28	2	0
CCc1cc(=O)oc2cc(C)c3c(C)coc3c12	1	4	2	1.0	0	1	14	-2	0
O=C(NCc1cccnc1)C1CC(c2cccc(Br)c2)=NO1 (stereo not given)	5	10	5	1.5	-1	-3	-14	-5	1
C=CCn1c(Cc2ccccc2)nc2c(cnn2-c2ccccc2)c1=O	-1	-5	1	2.7	8	0	1	33	0
COc1ccc(NC(=O)C2CCCN(S(=O)(=O)c3ccc4[nH]c(=O)ccc4c3)C2)cc1OC (stereo not given)	13	1	-2	0.1	-3	0	3	11	1
Nc1cc(=O)n(Cc2ccccc2)c(=O)n1-c1ccc(F)cc1	3	-5	1	3.6	0	1	0	6	0
Cn1c(C(=O)O)c(CC(=O)NCc2cccnc2)c2ccccc21	6	5	-2	0.2	-1	-1	7	2	2
COc1ccc(/C=N/Nc2nc3ccccc3[nH]2)c(OC)c1OC	11	-16	-13	0.9	14	-2	5	7	17
CN1CCN(Cc2c(O)ccc3c2oc(=O)c2ccccc23)CC1	-3	-5	2	2.7	5	-2	-8	-2	9
Nc1nc(NC(=O)/C=C/c2ccc(F)cc2)nn1-c1ccccc1	5	5	2	0.0	-2	0	-2	1	2
COc1ccc(NC(=S)Nc2ccccn2)cc1	-12	1	-3	3.2	-4	6	41	4	2
Cc1ccc(C(=O)NCC(c2ccco2)N2CCc3ccccc3C2)cc1 (stereo not given)	0	-1	4	-0.7	-4	2	8	9	1
Cc1nc2ccccc2[nH]c1=O	2	4	3	1.7	-4	-3	-5	15	4
Cc1cnc(C(=O)OCC(=O)Nc2ccc(Oc3ccccc3)cc2)cn1	1	-4	6	0.7	2	-7	2	0	1
COc1ccc(S(=O)(=O)NC2CC(C)(C)NC(C)(C)C2)cc1	5	4	-4	0.8	-4	4	-8	3	0
CCCNC(=O)c1ccccc1NC(=O)c1ccccc1SC	-1	5	3	3.0	0	0	6	7	0
Cc1ccc(C)c(S(=O)(=O)N2CCN(C(=O)c3cc(-c4cccs4)nn3-c3ccccc3)CC2)c1	-5	-1	14	-1.2	1	2	-10	-3	2
O=C(NCC(c1ccc(F)cc1)N1CCOCC1)c1ccc(C(=O)c2ccccc2)cc1 (stereo not given)	11	-2	-1	-1.6	-4	-8	5	9	2
O=S(=O)(c1ccccc1C(F)(F)F)N1CCN(c2ncnc3sccc23)CC1	-1	-5	.	.	.	.	-3	-17	0
CCC1=C(OC(=O)N(CC)CC)N2C(=O)OC(=NCc3ccccc3)[C@]2(C)[C@H]2C1=CC[C@H]1C(=O)N(CC)C(=O)[C@H]12	-4	2	-9	3.0	-1	-1	-14	.	.
CCCNC(=O)N1CCC(Cc2ccccc2)CC1	4	7	-2	0.3	-1	-1	22	-3	2
C/C(=N\NC(=O)c1ccc(F)cc1)c1cccc(NC(=O)c2cccc(F)c2)c1	-10	8	4	2.1	4	1	-19	12	0
(list continues)
SMILES	procasp7 counter	proCasp3 act	core dimer inh	PP5 inh	PP1 inh	Fh CTSL1 inh	JMJD2C inh	VLA-4 inh	GRK2 aptamer HTS
COCCSc1nnc(NC(=O)CCS(=O)(=O)c2ccccc2)s1	-3	7	7	0.3	1	-3	5	-8	0
CSCC[C@@H](CO)NC(=O)c1ccc2nc(C3CCCCC3)oc2c1	4	3	4	-2.2	-3	-4	12	13	1
CSc1ccc(CN(C)C(=O)c2cccc(S(=O)(=O)NCc3ccccc3)c2)cc1	0	-17	9	5.2	-1	-2	2	9	14
O=C(Nc1ccc(Cl)cc1C(F)(F)F)c1ccc(Cl)cc1	14	4	5	0.8	-2	1	-9	17	1
COc1ccc2ccccc2c1CNC(=O)CC1C(=O)NCCN1CC(C)(C)C (stereo not given)	4	-3	2	-2.5	1	-3	-4	3	1
C=CCOC(=O)C1C(=O)CC(C)(O)C(C(=O)OCC=C)C1c1ccc(N(C)C)cc1 (stereo not given)	-5	0	2	1.2	2	1	-4	-5	0
CCCCOc1ccc(C(=O)Nc2ccc(S(=O)(=O)Nc3onc(C)c3C)cc2)cc1	1	12	19	4.7	0	1	-4	5	0
CN(C)c1cccc(C(=O)NNC(=O)NC2CCCCC2)c1	-11	2	-7	2.4	-2	-2	1	9	2
O=C(CSc1nc2c(c(=O)n1-c1ccc(F)cc1)SCC2)Nc1ccc2c(c1)OCO2	11	-4	8	2.0	4	1	11	18	1
Nn1c(SCc2ccc(F)cc2)nnc1-c1cccnc1	6	4	-2	0.6	-2	4	-5	19	2
COc1ccc(OCC(=O)N2CCN(S(=O)(=O)c3ccccc3[N+](=O)[O-])CC2)cc1	0	3	2	3.2	0	-5	5	1	0
Cc1ccc(-c2[nH]n3c(=O)c4c(nc3c2C)CCCC4)cc1	-3	4	5	1.2	0	0	0	20	1
CCC(COC)NCc1cn(-c2ccc(OC)cc2)nc1-c1cccc(F)c1 (stereo not given)	1	-3	0	3.2	1	-5	-25	18	0
O=C(c1ccco1)N1CCN(Cc2cc(=O)c(OCc3ccccc3Cl)co2)CC1	3	0	-4	-0.5	-3	-1	-1	3	2
O=C(O)CCCCCNC(=O)c1ccc(C(=O)NCCCCCC(=O)O)cc1	4	5	0	-0.1	-1	2	4	1	4
CCCCC(=O)N/N=C(\C)CC(=O)Nc1ccccc1Br	-9	0	5	0.2	-4	-1	4	9	2
CCn1cc(C(=O)OCC(=O)N2C(C)CCCC2C)c(=O)c2ccc(C)nc21 (stereo not given)	12	12	3	1.5	-2	3	8	3	0
Cc1nn(-c2ccccc2)cc1C(c1c(N)[nH]c(=S)[nH]c1=O)c1c(N)[nH]c(=S)[nH]c1=O	-11	0	-3	3.0	-1	-2	19	-6	2
COc1ccccc1N=Nc1c(C)[nH][nH]c1=O	-2	-2	-14	-0.2	-1	3	-1	10	1
Cc1ccc(C(=O)N2CCN(c3ccc(NC(=O)c4cccnc4)cc3)CC2)cc1	6	4	0	0.7	0	-2	21	6	1
CSc1nc(C)cc(-n2cc(F)c(=O)[nH]c2=O)n1	1	-12	-4	-0.2	-2	0	3	-1	0
CCOC(=O)C1=C(C)OC(N)=C(C#N)C1c1c(C)nn(-c2ccccc2)c1Cl (stereo not given)	-6	6	14	5.0	-1	-9	2	-14	4
CN(C)c1ccc(N=Nc2ccc(S(=O)(=O)O)cc2)c2ccccc12	-9	-5	-13	2.8	0	2	-7	4	24
COc1cc(Cl)c(S(=O)(=O)NCCCn2ccnc2)cc1Cl	0	-3	3	-2.1	-4	2	0	1	0
CC(Sc1nc(-c2ccccc2)cc(C(F)(F)F)n1)C(=O)N1CCCCC1 (stereo not given)	-1	1	11	1.4	4	0	-7	-5	11
New compounds follow
SMILES	procasp7 counter	proCasp3 act	core dimer inh	PP5 inh	PP1 inh	Fh CTSL1 inh	JMJD2C inh	VLA-4 inh	GRK2 aptamer HTS
COC(=O)c1ccc(-c2nc3ccccc3[nH]2)cc1	2	-4	-16	0.7	-1	3	-4	9	1
CCOC(=O)CC(c1ccc([N+](=O)[O-])cc1)n1c(C)ccc1C (stereo not given)	-3	-10	5	-1.1	-2	2	-5	23	0
Cc1cc(C(=O)Nc2cccc(/C=C/C(=O)O)c2)c(C)o1	4	-2	0	0.9	1	-3	5	-4	0
O=C(CCS(=O)CCC(=O)NCc1ccccc1)NCc1ccccc1	-1	6	-4	1.7	-7	-1	7	1	0
O=S(=O)(Cc1ccc(Cl)cc1)N1CCCC1	-3	14	-20	1.6	-2	2	5	-13	3
COc1cc(OC)c(OC)cc1CN1CCCC(C(=O)N2CCCC2)C1 (stereo not given)	-5	11	6	0.3	0	-3	1	-6	1
C=CCN1C(=O)C(=O)N(CC(=O)NCC(=O)Nc2ccc(F)c(F)c2F)C1=O	-3	-11	.	.	.	.	-3	-9	5
COc1ccc(S(=O)(=O)N2CCOCC2)cc1OC	-4	8	-9	1.1	4	-1	-9	0	2
Cc1ccc(NC(=S)N2CCCC(c3ccccc3)=N2)cc1	1	17	4	-0.7	3	3	11	5	3
O=S(=O)(NC1CCCC1)c1ccc(S(=O)(=O)N2CCCN(Cc3ccccc3)C2)cc1	-4	-5	-2	-2.4	0	8	-10	-9	0
O=[N+]([O-])c1ccc(NCCNc2ccc(Cl)nn2)cc1	-13	-7	0	0.5	-1	3	2	6	0
O=C(Nc1ccc2c(c1)C(=O)NC2=O)c1cccc(Cl)c1	2	6	-22	1.3	3	0	-19	-4	0
COc1ccc(-c2csc(N(CC3CCCO3)C(=O)c3ccccc3)n2)cc1 (stereo not given)	0	7	8	2.5	1	0	7	9	0
CC1=C(C(N)=O)C(c2ccc(C)o2)C(C(N)=O)=C(C)N1	-3	-7	-3	0.9	-1	5	94	-4	1
Cc1csc2c(N(C)CCO)ncnc12	6	-1	-2	1.4	-3	0	-1	0	1
CSc1cccc(NC(=S)N(CCN(C)C)C(C)c2ccncc2)c1 (stereo not given)	-14	-10	0	-2.5	-4	-1	-7	1	0
O=C1Nc2cc(Cl)cnc2N2CCCC12 (stereo not given)	-8	3	3	0.1	1	5	13	-15	2
CCOc1ccccc1-n1c(COc2ccccc2)nnc1SCC(N)=O	2	-1	-2	-0.3	-1	5	-7	5	1
CCn1c(CNC(=O)c2cccs2)nnc1SCC(=O)Nc1cc(Cl)ccc1C	5	9	-6	0.5	0	-4	19	9	3
CC1(C)CC(NC(=O)c2cccc3ccccc23)CC(C)(C)N1	-6	3	-5	2.4	1	1	-4	-3	0

Another view of part of the listing above.
Compound,procasp7 counter,proCasp3 act,core dimer inh,PP5 inh,PP1 inh,Fh CTSL1 inh,JMJD2C inh,VLA-4 inh,GRK2 aptamer HTS
Cc1ccc(NC(=S)N2CCCC(c3ccccc3)=N2)cc1,1,17,4,-0.7,3,3,11,5,3
O=S(=O)(NC1CCCC1)c1ccc(S(=O)(=O)N2CCCN(Cc3ccccc3)C2)cc1,-4,-5,-2,-2.4,0,8,-10,-9,0
O=[N+]([O-])c1ccc(NCCNc2ccc(Cl)nn2)cc1,-13,-7,0,0.5,-1,3,2,6,0
O=C(Nc1ccc2c(c1)C(=O)NC2=O)c1cccc(Cl)c1,2,6,-22,1.3,3,0,-19,-4,0
COc1ccc(-c2csc(N(CC3CCCO3)C(=O)c3ccccc3)n2)cc1 (stereo not given),0,7,8,2.5,1,0,7,9,0
